NLRP3 yeast inh – NALP3 inhibition in yeast | actives 0.39% (n = 330,000) | inhibition, % at 10 µM | Yeast reconstituted NLRP3/ASC/caspase-1, beta-gal luminescence, 24 h;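 active means inhibition of 50% or more; inactive means inhibition below 50%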;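 further: plate controls were induced DMSO wells for no effect and uninduced yeast grown without galactose for full effect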
Apaf1 inhib – inhibitors of human Apaf-1 apoptosome | inhibition, % at 20 µM | AID 489030 | reconstituted apoptosome caspase-3 activity, DEVD-Rh110 fluorescence | actives 0.71% (n = 330,000) | O14727; active means inhibition of at least 40% at 20 µM;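 further: plate controls were DMSO wells for no effect and DEVD-CHO caspase inhibitor wells for full effect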
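Assay system – apoptosome proteins · Medium – Hepes buffer, pH 7.5 · Also added – cytochrome c with DEVD-Rh110 · Timing – 30 min compound preincubation, 50 min activation, room temperature · Detection – Rh110 fluorescence, excitation 480 nm, emission 540 nm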
SENP8 block-1 – SENP8 (human) protease inhibition. Q96LD8. recombinant SENP8, Nedd8 substrate fluorescence. inhibition, % at 20 µM. actives 0.64% (n = 360,000). AID 602440; in the data active means inhibition mostly above about 40%, no sharp cut-off; inactive means mostly below about 27%
Target sequence (Q96LD8 whole entry, looked up): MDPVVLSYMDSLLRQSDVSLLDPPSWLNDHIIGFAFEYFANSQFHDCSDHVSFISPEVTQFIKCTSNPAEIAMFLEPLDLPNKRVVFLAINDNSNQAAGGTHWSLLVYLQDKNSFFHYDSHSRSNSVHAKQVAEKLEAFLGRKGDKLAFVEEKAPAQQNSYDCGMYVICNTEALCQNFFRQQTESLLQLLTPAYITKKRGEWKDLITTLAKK
PfG6PD inh – PfG6PD (Plasmodium falciparum) enzyme inhibition; PfGluPho enzyme, NADPH resazurin-diaphorase fluorescence; actives 0.78% (n = 350,000); inhibition, % at 20 µM; AID 504690;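 active means inhibition reaching at least a set limit at 20 µM in the primary screen, cut at about 59% in these data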;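 further: 0% = DMSO wells with substrate and 100% = DMSO wells lacking glucose-6-phosphate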
SENP6 inh – SENP6 protease inhibition. Recombinant SENP6 catalytic domain, aminoluciferin luminescence. inhibition, % at 10 µM. actives 1.8% (n = 330,000). Q9GZR1;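 active means inhibition above about 50% at the single tested dose, limit read from the data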;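 further: plate controls were DMSO wells with enzyme for no effect and DMSO wells lacking enzyme for full effect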
SENP7 inh – SENP7 protease inhibition; actives 1.5% (n = 330,000); inhibition, % at 5 µM; recombinant SENP7, Z-RLRGG-aminoluciferin luminescence, 40 min; AID 434973;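 active means inhibition above about 50% at the single test dose, limit read from the data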;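 further: plate controls were DMSO with enzyme for no effect and no enzyme buffer wells for full effect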
Target sequence (Q9BQF6 706-1050 limits assumed): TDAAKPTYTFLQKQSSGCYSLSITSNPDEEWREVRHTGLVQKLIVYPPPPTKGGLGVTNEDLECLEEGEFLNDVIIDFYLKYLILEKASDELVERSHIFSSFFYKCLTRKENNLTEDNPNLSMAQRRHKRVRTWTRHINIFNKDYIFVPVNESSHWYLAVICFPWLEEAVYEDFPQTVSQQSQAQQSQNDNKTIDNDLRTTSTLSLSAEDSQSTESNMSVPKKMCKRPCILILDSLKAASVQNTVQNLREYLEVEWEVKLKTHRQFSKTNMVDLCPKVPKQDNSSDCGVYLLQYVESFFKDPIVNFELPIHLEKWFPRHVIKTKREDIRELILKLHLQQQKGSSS
SENP1 inh – SENP1 (human) catalytic domain inhibition; recombinant SENP1 catalytic domain, CyPet-SUMO1-YPet FRET cleavage; AID 624204; actives 0.21% (n = 360,000); Q9P0U3; inhibition, % at 10 µM;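 active means inhibition at least 30% at 10 µM, raw YFP signal under a set limit, fluorescence ratio 0.5 to 1.5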;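 further: 0% = enzyme with DMSO and 100% = no enzyme wells; some results filed as inactive read as strong as hits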
Target sequence (Q9P0U3 419-644 limits assumed): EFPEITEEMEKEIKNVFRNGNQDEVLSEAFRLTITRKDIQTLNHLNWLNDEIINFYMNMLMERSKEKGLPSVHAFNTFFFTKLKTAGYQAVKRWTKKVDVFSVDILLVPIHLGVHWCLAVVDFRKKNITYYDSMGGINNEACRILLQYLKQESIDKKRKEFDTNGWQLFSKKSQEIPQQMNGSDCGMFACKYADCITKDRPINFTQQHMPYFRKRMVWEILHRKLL
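Assay system – human recombinant His6-tagged SENP1 catalytic domain enzyme · Input – SENP1 enzyme, 20 pM final · Buffer or medium – Tris pH 8 buffer plus EDTA, NaCl, BME, BSA, NP40, catalase · Schedule – 50 min reaction at room temperature · Technique – FRET read of cyan and yellow fluorescence · Control set – no-enzyme wells low, DMSO-plus-enzyme wells high control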
SENP8 block-2 – blocks the human protease SENP8; Q96LD8; purified SENP8, Z-RLRGG-aminoluciferin cleavage, luminescence; inhibition, % at 10 µM; actives 1.2% (n = 330,000); AID 2540; in the data active means inhibition above about 50%
HKDC1 inh – blocks human hexokinase HKDC1 activity; Q2TB90; recombinant HKDC1, G6PDH/diaphorase resazurin coupled fluorescence; inhibition, % at 20 µM; actives 0.16% (n = 340,000);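 active means inhibition above about 35% when tested at 20 µM, limit read from the data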;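 further: plate controls were DMSO wells with enzyme for no effect and DMSO wells lacking enzyme for full effect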
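Assay system: recombinant HKDC1 hexokinase; detection: coupled resazurin fluorescence, excitation 525 nm, emission 613 nm; benchmarks: DMSO-plus-enzyme-mix negative control, buffer-substituted positive control; compound dosing: single 20 µM dose; schedule: 90 min at room temperature in dark; also added: glucose plus 1 mM ATP as hexokinase substrates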
* = called active by the depositor; i = inactive; · = no result given. No enrichment for hits; about 4.1% have a hit in one of these screens.

Sequence of screens: NLRP3 yeast inh, Apaf1 inhib, SENP8 block-1, PfG6PD inh, SENP6 inh, SENP7 inh, SENP1 inh, SENP8 block-2, HKDC1 inh
CN1CCN(/N=C/c2ccc(Cl)c(Cl)c2)CC1
→ 11.9, -7.1, 16.9, -2.8, 2.8, -9.1, -0.3, -21.1, 2.2
O=C(Nc1cccc(S(=O)(=O)N2CCCCC2)c1)C1CC(=O)N(Cc2ccccc2)C1 (stereo not drawn)
→ 9.5, 15.3, -1.3, 4.2, -24.1, -12.4, -3.0, -5.9, 9.0
O=C1C(NS(=O)(=O)c2cccs2)=C(N2CCN(c3cccc(C(F)(F)F)c3)CC2)C(=O)c2ccccc21
→ 0.6, 47.5*, 55.9*, 17.3, 6.0, 24.1, 9.1, 5.8, 13.2
Nc1nc(N)nc(-c2ccccc2)n1
→ 2.2, -3.0, -0.3, 0.4, -4.6, -6.5, 1.3, -8.4, -2.4
O=C(COc1ccc(F)cc1)N1c2ccccc2CCc2ccccc21
→ -23.8, 9.5, 5.6, 6.7, -0.9, -8.7, -1.4, -5.9, 0.2
Cc1cccc(C2Nc3ccccc3C(=O)N2NC(=O)c2ccc([N+](=O)[O-])cc2)n1 (stereo not drawn)
→ 7.9, 6.2, 8.2, -6.6, -26.4, -12.4, 0.9, -12.4, -8.8
Fc1ccccc1-c1nc2nc3ccccc3nc2n1CC1CCCO1 (stereo not drawn)
→ 22.8, 3.2, -421.1, 19.8, -15.6, 6.2, -1.3, 0.8, 5.8
O=C(N1CCCC1)N1CCN(S(=O)(=O)c2ccccc2)CC1
→ 9.0, 1.7, 9.3, 9.1, -5.6, -1.7, 0.3, 2.2, -2.3
CC(Sc1nnc(CNC(=O)c2ccccc2F)n1C)C(=O)Nc1nccs1 (stereo not drawn)
→ 13.5, -1.0, 11.0, -2.9, -9.5, 0.8, 2.8, 4.8, -5.2
COc1ccc(CNS(=O)(=O)c2c(C)[nH]c(C)c2C(=O)N2CCCCC2)cc1
→ 4.8, 1.7, -0.7, -4.7, -1.5, 14.6, 2.4, -4.8, 0.9
CCn1c(N)c(C(=O)NCC2CCCO2)sc1=S (stereo not drawn)
→ 7.0, 6.4, 37.6, 61.2*, -6.2, 1.0, 1.8, -4.9, -18.5
CCOC(=O)C1CCCN(C(=S)Nc2ccc(OC)cc2)C1 (stereo not drawn)
→ 10.0, -12.8, 0.5, -0.5, -8.2, 2.1, 5.2, 2.4, 1.4
Nc1ccccc1NC(=O)NC(=O)c1ccccc1
→ 20.8, -5.2, 10.0, -22.8, -5.1, -6.2, 5.6, 10.1, 2.8
COc1cc(C2/C(=C(/O)c3ccccc3)C(=O)C(=O)N2c2ccccn2)ccc1O (stereo not drawn)
→ 2.0, 13.9, 12.8, -8.4, 7.9, 8.7, 9.8, -1.4, 0.8
Cc1ccccc1-c1nc(CN2CCC(C(=O)NCc3cccnc3)CC2)c(C)o1
→ 9.7, 10.0, -5.3, -5.9, -0.9, -6.1, -12.2, -11.7, 14.5
CC1(C)CC2CC(C)(CN2S(=O)(=O)c2cccc(C(N)=O)c2)C1 (stereo not drawn)
→ 10.0, 7.9, 1.6, 5.9, -8.9, 6.0, 0.0, -2.5, -1.5
O=C(NCc1ccccc1Cl)C1CCC(CNc2c(N3CCOCC3)c(=O)c2=O)CC1 (stereo not drawn)
→ -1.5, -18.2, 13.5, -4.0, -3.5, 7.2, -0.5, -3.8, -5.5
COc1cc(/C=N\Nc2ccc([N+](=O)[O-])cn2)ccc1OCC(=O)O
→ 17.2, 1.9, ·, ·, -11.8, 4.7, ·, 1.5, ·
COc1cccc(Oc2ccc(S(=O)(=O)N3CCCC3)cc2[N+](=O)[O-])c1
→ 20.6, 26.5, 12.6, 6.0, -34.3, -11.8, 0.9, -11.9, -2.0
Cc1ccc(C)c(NC(=O)N2CCc3ccccc3C2)c1
→ 34.1, 6.0, 9.6, 9.3, -9.6, -9.3, -1.2, -4.2, 0.4
O=S(=O)(/N=C(/Nc1cccc2ccccc12)c1ccccc1)c1ccc(Br)cc1
→ 6.4, 28.1, 14.5, -24.2, 11.3, -1.1, 1.2, 15.3, 5.0
O=C(Nc1ccc(F)cc1)N1CCN(c2ncccn2)CC1
→ 8.0, -2.8, -15.8, -5.3, -10.5, -5.9, -0.7, -23.0, -10.1
CCOC(=O)c1cn(CC(=O)Nc2cccc(F)c2)nn1
→ 11.9, -10.2, 6.5, 4.6, 9.3, -1.4, 0.9, 3.0, -13.3
Clc1ccc(C#Cc2cccnc2)cc1
→ 18.3, 15.6, 8.5, 0.7, 29.8, 26.5, 1.2, 17.2, 6.0
O=C(COC(=O)CCc1c[nH]c(=O)[nH]1)Nc1cccc(Cl)c1
→ 12.6, -8.9, -37.9, 4.6, -4.0, -0.6, -56.6, -3.5, -11.3
O=CNCc1nc2ccccc2n1CCCc1ccccc1
→ 17.1, -6.9, 4.0, -1.3, 3.8, -3.5, -0.9, 7.5, -0.6
O=C(c1ccccc1)N1CCC(c2nc3c(nnn3Cc3ccccc3Cl)c(=O)[nH]2)CC1
→ 0.0, -1.4, 8.1, -9.1, -5.8, 7.3, 1.1, 4.7, -1.1
CN(C)S(=O)(=O)c1ccc(N2CCCC2)c(C(=O)NCc2ccc(Cl)cc2)c1
→ -6.7, 15.3, 6.8, -10.0, -20.3, -9.8, -0.7, -5.6, 5.9
O=C(NC1CCCCC1)c1cccnc1C(=O)O
→ -2.4, -6.1, 12.4, -7.5, -4.0, -1.6, 0.2, 9.1, -6.2
O=C1CCN(Cc2ccc(Br)cc2)CCN1[C@H](CO)Cc1ccccc1
→ -0.8, -7.5, 25.6, 2.6, -13.0, -2.4, 1.2, 2.1, 0.5
C/C(=N\NC(=O)CNC(=O)c1ccc2c(c1)OCCO2)c1ccco1
→ 16.5, -7.1, 13.0, -2.7, -2.8, 2.1, -0.5, 2.7, -7.1
COc1ccc(-c2n[nH]c(=S)n2-c2ccc3c(c2)OCCO3)cc1
→ 8.5, 13.4, -0.1, 53.4, 1.4, -0.7, -0.9, -0.1, -8.1
COc1cc(OC)c2c(OC)cccc2n1
→ 9.8, -4.5, -20.4, -16.9, 16.2, 1.7, -0.1, 1.1, -1.6
CCCCN1CC(=O)N2[C@H]3c4cc(C)ccc4OC[C@@H]3[C@H](c3ccccc3)[C@]2(C)C1=O
→ -0.1, 16.8, 11.3, 7.8, 8.4, -0.1, 5.0, 3.8, -1.7
COC(=O)c1ccc(OC)cc1OCC(=O)N1CCN(c2ccc(F)cc2)CC1
→ 10.2, 9.2, 13.3, -0.2, -5.0, 1.7, 0.1, -0.4, 0.5
NC(=O)c1ccc(Nc2ccc3c(c2)CCC3)c([N+](=O)[O-])c1
→ 13.4, 14.9, 34.3, -5.8, -19.6, -4.3, 1.4, -12.7, -0.9
CC1=C(C(=O)Nc2ccccn2)C(c2ccc(Br)cc2)NC(=S)N1 (stereo not drawn)
→ 35.9, -6.7, 25.7, 11.5, -2.5, -5.5, 0.1, -0.7, -7.5
Nc1nc(CN2CCN(c3ccccc3)CC2)nc(N2CCCc3ccccc32)n1
→ 12.7, 1.0, 21.3, -1.5, -10.8, 9.5, -2.2, 6.7, -10.6
COc1ccc(NC(C)C(=O)Nc2cc(C(F)(F)F)ccc2N2CCOCC2)c(OC)c1 (stereo not drawn)
→ 11.0, 28.9, 22.4, 16.7, 5.2, 1.0, 1.1, 1.8, -1.3
C#Cc1cccc(NC(=O)Cc2cccs2)c1
→ 11.7, -7.5, 3.6, -5.9, 6.9, -6.2, 2.0, 6.1, 2.0
CC(C)(C)c1ccc(C(=O)c2c[nH]c(C(=O)NCCCn3ccnc3)c2)cc1
→ -3.3, 1.4, 14.5, -6.5, -9.0, 2.8, 0.3, -13.0, -4.6
COc1ccc(NC(=O)N[C@@H](CCSC)C(=O)O)cc1OC
→ 6.0, -28.6, 16.5, -47.1, -11.7, 3.6, -1.1, 6.6, -0.2
Nc1c(Cl)c(Cl)nc(C(=O)N/N=C/c2cccnc2)c1Cl
→ 6.9, -5.4, 11.6, -12.4, -20.0, 7.6, 0.0, -10.2, -3.4
O=C(NCCSCc1ccco1)Nc1ccc(Cl)cc1
→ 27.5, 0.8, 14.6, 0.7, 1.8, -4.4, 1.7, -14.7, 2.9
CCCCCn1c(=O)[nH]c2cc(C(=O)N3CCN(c4ccc(C(C)=O)cc4)CC3)ccc2c1=O
→ 14.4, 19.7, -51.9, -10.5, -7.6, -9.8, 0.9, -10.5, -3.3
O=C(CSc1nnc(NC2CC2)s1)c1ccc[nH]1
→ 14.3, 2.9, 7.4, 5.9, 9.9, -1.8, -6.3, -6.9, 1.3
Cc1c(Cl)c(-c2n[nH]c(=S)n2-c2ccc(F)cc2)nn1C
→ 15.9, 4.6, 19.2, 27.2, -13.5, 3.3, 3.0, 4.2, 5.1
c1ccc(-c2csc3ncnc(NCC4COc5ccccc5O4)c23)cc1 (stereo not drawn)
→ ·, ·, -6.6, 7.6, ·, ·, -12.1, ·, -10.8
Cc1cccc(CCNS(=O)(=O)c2ccc(S(=O)(=O)N3CCC(C)CC3)cc2)c1
→ 4.3, 18.7, 22.0, -3.2, 1.2, -2.0, -1.0, -4.5, 8.3
Cc1ccc(/C=N/c2sc(Cc3ccccc3)c(C)c2C(N)=O)o1
→ 11.2, 7.6, -403.7, 13.7, 3.0, 7.0, -26.8, 3.1, -6.4
O=C(CCCOc1ccc(Br)cc1)Nc1nnc(C2CC2)s1
→ 24.4, 0.1, 5.0, 5.9, -8.3, -7.2, 0.0, -5.6, -4.0
Cc1cc(OCCN2CCCC2)ccc1C(C)C
→ 28.6, -2.6, 10.9, -6.8, 4.4, -7.7, 0.4, -8.1, 1.6
CCCOc1ccc(/C=N/Nc2cccc([N+](=O)[O-])c2)c(O)c1
→ 28.0, 7.2, 26.5, 11.1, -0.4, -2.2, 1.6, 9.5, -8.3
COc1cc(C(=C(CC(=O)O)C(=O)O)c2ccc3c(c2)OCO3)cc(OC)c1OC
→ ·, ·, 10.7, 17.5, ·, ·, 0.6, ·, -4.0
CCOc1ccccc1NC(=O)Cc1coc2ccc(C)cc12
→ 63.1*, 3.0, 11.4, 9.9, 12.6, 5.9, 1.1, 10.7, 0.7
CNS(=O)(=O)c1ccc(NC(=O)c2ccccn2)cc1
→ 9.9, 9.3, 19.4, -11.1, 1.4, -15.9, 1.7, -17.0, -2.7
COC(=O)c1ccc(C2NC(=O)NC(C)=C2C(=O)N(C)C)cc1 (stereo not drawn)
→ -14.2, 1.3, 11.4, -22.9, -20.9, -1.2, 1.1, 1.1, -10.1
Cc1cc(/C=C\c2ccc3cc(N(C)C)ccc3[n+]2C)c(C)n1-c1ccccc1
→ 35.5, 43.3*, 26.8, 14.2, 44.4, 22.3, 79.1, 23.3, 36.7*
Cc1c(C#N)sc2nc(-c3ccccc3)nc(N3CCCC3)c12
→ 13.5, 10.1, i, 10.1, -10.7, -5.8, -1.6, -4.9, -2.5
O=C(CSc1n[nH]c(=O)n1C1CC1)Nc1ccc(OC(F)(F)F)cc1
→ -10.3, 5.9, 7.5, 19.2, -6.8, -7.9, 0.9, -14.0, -4.5

Bioassay records: PubChem BioAssay, Sanford-Burnham Center for Chemical Genomics
